# Compound activity deposited in PubChem by National Center for Advancing Translational Sciences (NCATS).
# Vif-APOBEC3G blk = inhibitors of Vif-APOBEC3G interaction. Q9HC16. HeLa A3G-eYFP + Vif (tagged APOBEC3G with the HIV-1 protein that degrades it), YFP fluorescence, overnight. Potency, µM (series often up to 46.1 µM), without a hit: at the top dose activity, negative = active, usual class: inhibitors. 410,000 compounds, 0.076% hits. AID 602310;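 note: potency is the fitted concentration of half-maximal effect; % is set by controls: 0 for no effect and ±100 for the full control effect; nearly all actives have a fitted effect of over 60% in size; hits raise eYFP signal because A3G escapes Vif-driven loss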
# Target sequence (Q9HC16 whole entry, looked up): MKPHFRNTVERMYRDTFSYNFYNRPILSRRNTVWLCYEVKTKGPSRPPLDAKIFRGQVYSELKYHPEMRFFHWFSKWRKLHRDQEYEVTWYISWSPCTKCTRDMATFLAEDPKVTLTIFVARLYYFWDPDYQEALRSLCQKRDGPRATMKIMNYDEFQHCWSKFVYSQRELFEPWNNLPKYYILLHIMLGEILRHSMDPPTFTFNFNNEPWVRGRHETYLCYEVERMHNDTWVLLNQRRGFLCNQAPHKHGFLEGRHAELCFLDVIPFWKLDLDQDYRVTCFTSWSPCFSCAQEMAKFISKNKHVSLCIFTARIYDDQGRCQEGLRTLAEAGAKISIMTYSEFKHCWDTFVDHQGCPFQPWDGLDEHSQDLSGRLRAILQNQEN
#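 Read-out is eYFP fluorescence (Ex 488/Em 500-530) from Vif-expressing HeLa A3G-eYFP cells; more signal means A3G escaped Vif-mediated degradation. Cells plated overnight, compound pinned in, incubated overnight at 37 deg C.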
# D1 PAM = potentiators of human D1 dopamine receptor. potentiation, % at 10 µM. 360,000 compounds, 0.036% hits. HEK293 TREx D1 cells, calcium flux, dopamine EC20 potentiation. AID 504651. P21728; in the data active = potentiation above about 30%; note: 0% is about no effect
# Glioma ERSR ind = ER stress response induction in glioma | U87-MG GRP78 promoter luciferase reporter, 16 h | AID 602332 | Potency, µM, for inactives: top-dose activation, usual class: activators | 420,000 compounds, 0.02% hits; note: potency is the fitted concentration of half-maximal effect; series mostly up to about 76 µM; % of control where 0% means no effect; nearly all actives have a fitted effect of over 35% in size
#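 ERSR induction read as luciferase luminescence (Bright-Glo, 10 min at room temperature) in stably transfected human U87-MG glioma cells exposed to compounds for 16 h, using GRP78 as sensor.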
# D2 PAM = positively modulates the human D2 dopamine receptor allosterically. P14416. HEK293 T-REx D2, calcium flux, EC20 dopamine potentiation. potentiation, % at 10 µM. 340,000 compounds, 0.34% hits. AID 485347;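 active = potentiation over 3 SD above the plate norm, cut at about 30% in these data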; note: 0% is about no effect
# Target sequence (P14416 whole entry, looked up): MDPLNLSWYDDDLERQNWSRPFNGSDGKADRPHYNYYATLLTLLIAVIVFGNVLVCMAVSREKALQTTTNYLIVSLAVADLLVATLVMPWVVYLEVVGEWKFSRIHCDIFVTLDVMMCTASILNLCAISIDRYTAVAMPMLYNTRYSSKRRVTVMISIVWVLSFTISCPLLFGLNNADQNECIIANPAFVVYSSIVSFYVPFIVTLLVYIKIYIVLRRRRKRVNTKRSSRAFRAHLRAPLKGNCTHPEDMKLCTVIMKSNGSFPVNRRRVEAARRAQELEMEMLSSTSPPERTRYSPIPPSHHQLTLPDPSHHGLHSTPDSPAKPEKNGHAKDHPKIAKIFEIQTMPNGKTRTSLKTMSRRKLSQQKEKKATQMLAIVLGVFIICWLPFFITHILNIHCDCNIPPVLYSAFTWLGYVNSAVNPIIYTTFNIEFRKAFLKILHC
#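 Potentiation of an EC20 dopamine calcium response is measured in a force-coupled, tetracycline-inducible Hek293 Trex D2 line. Compound-only kinetic reads over 180 s flag agonists before dopamine addition.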
# RXFP1 ag = agonists of human relaxin receptor RXFP1; Potency, µM (series often up to 57.5 µM), for inactives: at the top dose activation, actives largely listed as activators; HEK293T-RXFP1 cAMP TR-FRET, 30 min; response scale: percent of porcine relaxin response, buffer zero; Q9HBX9; 370,000 compounds, 0.3% hits; note: potency is the fitted concentration of half-maximal effect; % is set by controls: 0 for no effect and ±100 for the full control effect; nearly all actives have a fitted effect of over 60% in size; many of its hits are not listed in these tables
#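 HEK293T cells stably expressing RXFP1 were pretreated with the PDE4 inhibitor Ro 20174, exposed to compounds for 30 min at 37C, lysed, and cAMP was read by TR-FRET. Data normalized to buffer (basal) and 29 nM porcine relaxin (100%).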
# D1 antagonist = human D1 dopamine receptor antagonism; AID 504652; P21728; activity change, negative = inhibition, % at 10 µM; 360,000 compounds, 3.2% hits; HEK293 TREx D1 cells, calcium flux, dopamine EC80; hits give low values; in the data active = activity change below about -30%; note: % is set by controls: 0 for no effect and ±100 for the full control effect
#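 Using tetracycline-induced force-coupled D1 Hek293 cells and a calcium dye, signals were followed for 180 s after compound, then for 180 s after EC80 dopamine, to detect inhibitors.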
# LDHA block = inhibitors of human lactate dehydrogenase A; purified LDHA, NADH/diaphorase-resazurin fluorescence; hits give low values; 480,000 compounds, 0.15% hits; P00338; activity change, % (values are at about 110 or 230 µM); in the data active = activity change below about -30%; inconclusive = mostly about -25% to -30%;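 note: plate controls were DMSO wells for no effect and wells without enzyme for full effect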
#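 Resorufin fluorescence (ex540/em590), read at 0 and 20 min after diaphorase/resazurin addition, reports the NADH left after a 5 min room-temperature reaction of 2 nM human LDH5 with 0.06 mM NADH and 0.2 mM pyruvate.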
# Vif-APOBEC3F blk = blocks the Vif interaction with APOBEC3F. HeLa A3F-eYFP + Vif (tagged APOBEC3F with the HIV-1 protein that degrades it), YFP fluorescence increase. Potency, µM (series often up to 46.1 µM), for inactives: at the top dose activity, negative = active. 390,000 compounds, 0.2% hits; note: potency is the fitted concentration of half-maximal effect; % of control where 0% means no effect; nearly all actives have a fitted effect of over 65% in size
#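 Fluorescence increase (Ex 488/Em 500-530) after overnight compound treatment at 37 deg C flags inhibition of Vif-driven A3F-eYFP loss in stable HeLa A3F-eYFP/Vif cells seeded overnight beforehand.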
# D1 ag = activates the human D1 dopamine receptor | HEK293 T-REx D1 cells, calcium flux, agonist mode | activation, % at 2 µM | 360,000 compounds, 1% hits | AID 504660; in the data active = activation above about 30%; note: 0% is about no effect
#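 Agonism was scored from calcium flux recorded over 180 s (1 read/s) after pintool compound addition, following a 10-cycle baseline. Cells were inducible force-coupled HEK293 TREx D1, plated overnight at 30 C and loaded with no-wash calcium dye.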
# * hit, by the source's call; ? = inconclusive; . = not tested or not shown; & = joins results of further samples. Unless noted, calls come from the whole dose curve; as a rule, active = well fitted curve in the direction sought with a large enough effect; inconclusive = small, poorly fitted or top-dose-only effect, or another doubt; inactive = no such curve, though single readings can be large; an effect the other way counts as inactive or inconclusive. This is a subset. The share of hits here may be higher or lower than overall.
# Each structure is followed by: Vif-APOBEC3G blk	D1 PAM	Glioma ERSR ind	D2 PAM	RXFP1 ag	D1 antagonist	LDHA block	Vif-APOBEC3F blk	D1 ag
COc1ccc(CNC(=O)/C=C/c2ccco2)cc1OC
    0%	-3	-2%	2	0.5%	9	-4	7%	0
CCN(CC)P(=O)(Nc1cccc(C(F)(F)F)c1)c1ccc(N(C)C)cc1NC(=O)c1ccco1 (centres undefined)
    -10%	-5	-3%	.	0.5%	4	2	9%	3
CC(=O)OCC(=O)[C@@]12OC3(CCCC3)O[C@@H]1C[C@H]1[C@@H]3CCC4=CC(=O)C=C[C@]4(C)[C@@]3(F)[C@@H](O)C[C@@]12C
    0%	9	-1%	-5	3.3%	4	-7	4%	0
COc1cccc(CCNC(=O)CC2C(=O)NCCN2CC(C)(C)C)c1 (centres undefined)
    0%	2	-5%	19	-2.0%	-4	11	0%	2
CC(=O)NC(O)C(=O)c1ccccc1 (centres undefined)
    -5%	3	-1%	8	0.9%	5	4	2%	2
Cc1cccc(OCCCC(=O)Nc2ccc3c(c2)OCO3)c1
    0%	-6	-2%	0	0.1%	-15	-2	4%	4
COCCNC(=O)c1ccc(N2CCC3(CC2)OCCO3)c([N+](=O)[O-])c1
    -1%	-2	-1%	6	-0.8%	-74*	-2	-10%	1
COCC(=O)N1CCC(Oc2ccc(C(=O)N3C[C@H]4CC[C@H]3C4)cc2)CC1
    0%	0	12%	12	4.9%	-13	-7	6%	0
COc1ccc(CCN(Cc2nc3ccccc3c(=O)[nH]2)C(=O)c2ccco2)cc1OC
    -8%	0	-1%	2	2.3%	32	-1	3%	4
CN1C(=O)c2ccc(C(=O)NCc3ccccc3)cc2C1=O
    1%	-7	-2%	-1	-0.3%	-15	2	-18%	1
CC(C)[C@H](NC(=O)c1ccccc1)C(=O)OCC(=O)N1CCCc2ccccc21
    -5%	-4	1%	-2	0.1%	20	-9	-2%	2
c1cncc(CSc2nnc(-c3cccnc3)n2Cc2ccco2)c1
    .	0	.	0	0.7%	-17	.	.	2
CC(C)C[C@@H](CN=[N+]=[N-])N1CCN(Cc2ccccc2)CCC1=O
    0%&-2%	-1	8%&-2%	-1	-1.0%	3	6	-9%	0
O=C(O)CN(CCO)CCN(CC(=O)O)CC(=O)O
    .	-3	.	5	-0.3%	-1	.	.	3
N/C(=N\OS(=O)(=O)c1ccc2ccccc2c1)c1ccccn1
    0%	3	6%	-1	0.8%	13	-9	-7%	5
COc1cc2c(cc1OC)C(C(=O)Nc1cc(OC)c(OC)c(OC)c1)C(c1cccnc1)N(C)C2=O (centres undefined)
    -1%	-4	-5%	.	-0.7%	-3	-2	17%	4
CC(OC(=O)Cc1coc2ccc3ccccc3c12)C(=O)NC(N)=O (centres undefined)
    -1%	-7	-1%	-9	0.7%	27	-1	1%	4
Cc1ccc(-c2nnc3c4ccccc4c(-c4ccccc4)nn23)cc1
    11%	-1	-3%	-3	?	-3	-6	0%	0
CCOc1ccc(C(=O)Cc2ccc3oc(C(=O)O)cc3c2)c(O)c1
    2%	-3	-5%	.	-1.4%	4	-1	0%	2
CCOC(=O)N1CCC(N(CCN(C)C)C(=S)Nc2ccc(F)c(Cl)c2)CC1
    3%	-7	0%	-14	1.1%	10	-5	-5%	6
CCOC(=O)N1CCN(C(=O)CCSc2ccc(Cl)cc2)CC1
    2%	5	5%	0	0.0%	-27	-14	0%	1
CC1=CCC(C(=O)O)(C(=O)N/N=C/c2cccnc2)C(c2ccccc2)C1 (centres undefined)
    0%	3	1%	.	1.7%	-1	-3	-4%	2
c1cc2c(cn1)cnc1cscc12
    6%	-4	2%	-3	4.5%	-6	-3	1%	1
COc1ccc(OC)c(N(CC(=O)Nc2ccccc2)S(=O)(=O)c2ccccc2)c1
    -11%	-5	0%	-8	-3.4%	5	-2	1%	1
CN1CCN(c2cc(=O)n(-c3ccc(Cl)cc3)c(=O)[nH]2)CC1
    0%	.	-2%	3	0.4%	15	-4	1%	-1
O=C1Nc2ccccc2/C1=C/c1cnc(-c2ccccc2)[nH]1
    -8%	-8	0%	.	3.8%	-15	-1	-13%	26
O=C(N/C(=C\c1ccco1)C(=O)N1CCC(O)CC1)c1ccccc1
    0%	-1	-2%	-17	0.2%	-2	-7	-13%	1
CC1CCCCN1C(=O)C1CCN(c2nc(-c3ccccc3)nc3c2CCC3)CC1 (centres undefined)
    1%	-2	3%	-5	-1.2%	1	-2	-3%	4
Cc1ccccc1SCC(=O)Nc1cc(C(F)(F)F)ccc1N1CCOCC1
    -1%	-2	-2%	2	1.1%	18	-2	6%	20
CC(C)CN1CCC(=O)N([C@H](CSc2ccc(Br)cc2)Cc2ccccc2)CC1
    0%	3	-1%	-10	-0.6%	-50*	0	4%	9

# The listing continues:
# Each structure is followed by: Vif-APOBEC3G blk	D1 PAM	Glioma ERSR ind	D2 PAM	RXFP1 ag	D1 antagonist	LDHA block	Vif-APOBEC3F blk	D1 ag
c1ccc(C(c2c[nH]c3ccccc23)c2c[nH]c3ccccc23)nc1
    -14%	-2	-1%	7	0.5%	0	-8	-8%	6
Cc1nn2c(nc1=O)NNC2(C)C(C)(C)C (centres undefined)
    5%	1	0%	4	-0.6%	-16	-3	0%	3
COc1ccc(NC(=O)CN(C)C2CCCCC2)c([N+](=O)[O-])c1
    1%	1	-1%	9	-0.3%	5	-4	-2%	1
S=C(Nc1ccc(Cl)cc1)c1nc2ccccc2s1
    -12%	-1	3%	2	-2.2%	2	-7	-5%	2
CC(=O)c1ccc(N2CCN(C(=O)c3ccco3)C(C)C2)c(F)c1 (centres undefined)
    2%	-4	2%	-4	1.6%	-4	-6	-1%	4
CC(=O)Nc1ccc(Sc2ncccc2C(=O)Nc2ccc(F)cc2)cn1
    1%	2	?	6	5.4%	3	-5	0%	99*
CCCC(=O)OCC(=O)Nc1ccc2[nH]c(=O)[nH]c2c1
    2%	8	-5%	2	-1.1%	2	6	0%	4
CC1CCN(CCNC(=O)C2CCCN(c3ncnc4c3nc3n4CCCCC3)C2)CC1 (centres undefined)
    5%	7	-1%	-2	11%	35	0	2%	1
CCc1ccc2[nH]c(C(=O)Nc3ccc4c(c3)OCO4)cc2c1
    -14%	-6	0%	-14	3.8%	-29	7	-11%	2
CCOc1ccccc1NC(=O)NC(C)c1ccc2c(c1)OCO2 (centres undefined)
    .	1	.	-3	2.4%	8	.	.	1
CCOC(=O)N/N=C\c1ccc(-c2cc(Cl)ccc2Cl)o1
    -9%	18	-1%	1	-0.3%	3	-2	-2%	1
N#CC(=C=[N-])c1nc2ccccc2nc1-[n+]1cccc(NC(=O)c2cccs2)c1
    -2%	1	-4%	2	2.1%	3	5	-19%	4
CC(=O)Nc1nc2ccccc2[nH]1
    -3%	-3	-3%	-1	-1.2%	-1	1	-5%	2
C[C@H](NC(=O)c1ccccc1)C(=O)N1CCN(Cc2ccc3c(c2)OCO3)CC1
    -12%	.	-6%	.	.	.	-1	0%	.
Cc1sc(-c2cc3c([nH]c2=O)CC(c2ccccc2)CC3=O)nc1-c1ccc(Cl)cc1 (centres undefined)
    10µM*	1	-5%	10	3.8%	1	-2	13µM*	0
COc1cccc(C(=O)NCC2CCCN(C(=O)c3ccc(C=O)cc3)C2)c1OC (centres undefined)
    1%	-3	-1%	-2	0.0%	-15	-4	0%	1
CSc1snnc1-c1ccccc1
    -4%	-1	5%	1	-2.4%	-13	-8	-13%	0
CCOC(=O)c1[nH]c2ccc(C(=O)OC)cc2c1C(=O)OCC
    -10%	-7	0%	6	0.3%	-1	-2	-2%	2
Cc1c(C(=O)OCC(=O)NCC2CCCO2)oc2ccccc12 (centres undefined)
    0%	.	-1%	.	.	.	-2&13	7%	.
O=S1(=O)[C@H]2C[C@@H]3C=C[C@@]2(CN1Cc1ccccc1F)O3
    5%	-2	-2%	-8	-1.7%	4	-2	0%	0
CCn1c2c(c3cc(C(=O)O)ccc31)CCCC2=O
    8%	1	-3%	1	6.0%	-10	13	1%	0
O=S(=O)(NC1CCCCC1)c1ccc(-c2csnn2)s1
    0%	-3	-2%	3	2.5%	.	-10	.	5
Cc1ccc(NS(=O)(=O)c2cc(C(=O)Nc3cccc(N(C)S(C)(=O)=O)c3)ccc2C)c(C)c1
    2%	-4	-4%	2	-0.3%	16	1	3%	4
Cc1ccc(-n2nc(C)c3c(C)c(CCC(=O)NCc4ccccc4)c(C)nc32)cc1
    0%	.	-1%	5	1.3%	13	0	2%	1
Cc1cc(N2CCN(C)CC2)ccc1NC(=O)c1ccc(-c2ccc(Cl)cc2)o1
    -25%	-4	-12%	5	-0.6%	-62*	2	-10%	16
Cc1nc2cc(NC(=O)c3ccc([N+](=O)[O-])s3)ccc2s1
    -3%	9	-10%	14	1.4%	9	-7	-7%	4
CCN(CC(=O)Nc1ccc2c(c1)OCCO2)CC(=O)Nc1ccccc1C(F)(F)F
    -3%	.	-3%	.	.	.	-46*	-1%	.
O=S(=O)(NCCc1nc2ccccc2[nH]1)c1ccccc1
    -1%	.	-5%	.	.	.	-2	-6%	.
O=C1CC(c2ccco2)CC(O)=C1C=Nc1ccc(Br)cc1 (centres undefined)
    1%	-2	5%	9	3.9%	.	-9	-11%	3
Cn1c(C(=O)N2CCN(c3nc4ccccc4s3)CC2)cc2sccc21
    4%	0	-3%	3	2.6%	-24	-5	-8%	-1
CCC(=O)Nc1ccc(C(=O)CN2C(=O)NC3(CCOc4ccccc43)C2=O)cc1 (centres undefined)
    -1%	-2	-2%	14	1.1%	-16	-4	10%	1

# Already shown: entries from further up.
# Each structure is followed by: Vif-APOBEC3G blk	D1 PAM	Glioma ERSR ind	D2 PAM	RXFP1 ag	D1 antagonist	LDHA block	Vif-APOBEC3F blk	D1 ag
Cc1sc(-c2cc3c([nH]c2=O)CC(c2ccccc2)CC3=O)nc1-c1ccc(Cl)cc1 (centres undefined)
    10µM*	1	-5%	10	3.8%	1	-2	13µM*	0
COc1cccc(C(=O)NCC2CCCN(C(=O)c3ccc(C=O)cc3)C2)c1OC (centres undefined)
    1%	-3	-1%	-2	0.0%	-15	-4	0%	1
